PPARg SRC-2 ag – PPARgamma-driven SRC-2 recruitment agonism. activation, % at 8 µM. PPARgamma LBD-SRC-2 recruitment, biochemical. AID 1032. actives 0.34% (n = 200,000); in the data active = activation above about 22%;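 note: 0% = vehicle and 100% = reference agonist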
Target sequence (P37231 whole entry, looked up, the tested form may be a part): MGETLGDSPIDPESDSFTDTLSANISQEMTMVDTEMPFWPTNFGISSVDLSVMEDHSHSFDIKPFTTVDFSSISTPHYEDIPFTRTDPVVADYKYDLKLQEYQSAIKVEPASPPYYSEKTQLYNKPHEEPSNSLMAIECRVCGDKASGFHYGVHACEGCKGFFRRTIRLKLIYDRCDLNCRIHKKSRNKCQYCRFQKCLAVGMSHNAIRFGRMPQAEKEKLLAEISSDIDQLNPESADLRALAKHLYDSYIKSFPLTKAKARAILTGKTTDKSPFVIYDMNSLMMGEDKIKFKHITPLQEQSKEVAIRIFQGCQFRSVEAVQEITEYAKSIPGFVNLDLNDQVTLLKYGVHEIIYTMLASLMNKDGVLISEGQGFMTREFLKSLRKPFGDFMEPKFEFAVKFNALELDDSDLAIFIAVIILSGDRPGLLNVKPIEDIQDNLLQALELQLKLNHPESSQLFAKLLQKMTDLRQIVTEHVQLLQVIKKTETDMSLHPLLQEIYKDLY
PPARg SRC-3 ag – promotes SRC-3 coactivator recruitment by human PPARgamma; P37231; biochemical PPARgamma/SRC-3 coactivator recruitment assay; activation, % at 8 µM; actives 0.26% (n = 200,000); AID 731; in the data active = activation above about 23%;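 note: 0% = DMSO and 100% = reference agonist; some compounds past the cut are filed as inactive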
PPARg SRC-1 ag – PPARgamma-driven SRC-1 recruitment agonism; activation, % at 8 µM; actives 0.41% (n = 200,000); PPARgamma-SRC-1 coactivator recruitment biochemical assay; P37231; in the data active = activation above about 19%;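 note: 0% = DMSO and 100% = reference agonist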
HMGR II inh – E. faecalis class II HMG-CoA reductase inhibition; actives 0.41% (n = 190,000); AID 1066; inhibition, % at 10 µM; purified E. faecalis HMGR, NADPH absorbance 340 nm kinetic;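 active = inhibition above a set limit, the median over all tested compounds plus 3 SD, cut at about 9.5% in these data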;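 note: enzyme runs in reverse so mevalonate oxidation gives rising NADPH absorbance; 0% = complete reaction with DMSO and 100% = background rate lacking mevalonate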
TR-FRET SRC-2 ct – TR-FRET artefact, counter-screen to PPARgamma/SRC-2 agonist assay; TR-FRET ratio at 8 µM; stronger effect = higher value; actives 0.4% (n = 200,000); in the data active = TR-FRET ratio above about 2000; note: inactives centre near 1500
TNAP inh hi DEA – TNAP (human) inhibition, high acceptor | P05186 | purified TNAP, CDP-star luminescence, 1 M DEA | inhibition, % at 20 µM | actives 0.03% (n = 200,000);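 active = over 50% inhibition of tissue-nonspecific alkaline phosphatase at 20 µM in the single-dose screen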;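 note: plate controls were DMSO wells for no effect and EDTA-quenched wells as full inhibition for full effect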
TNAP inh noacc – blocks human TNAP activity with no phosphate acceptor present | P05186 | AID 1012 | inhibition, % at 20 µM | purified TNAP, CDP-star luminescence, 30 min | actives 0.26% (n = 200,000);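 active = tissue-nonspecific alkaline phosphatase inhibition above about 50% at 20 µM in the single-dose screen, limit read from the data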;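 note: 0% = DMSO negative control and 100% = EDTA positive control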
TNAP act hiacc – TNAP (human) activation, high acceptor; activation factor at 20 µM; 200,000 tested, under 10 active; P05186; purified TNAP, CDP-star luminescence, 1 M DEA, 30 min; stronger effect = higher value; 0 = EDTA background, 1 = DMSO-only activity;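 active = activation factor at least 2 at 20 µM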
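system = human TNAP | amount = enzyme diluted 1/800 final | reagent = 100 µM CDP-star substrate | signal = luminescent substrate turnover signal | dosing = one dose, 20 µM | benchmarks = EDTA negative control, DMSO positive control | measure = activation factor | timing = 30 min reaction, room temperature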
bIAP inhibitor – intestinal alkaline phosphatase (bovine) inhibition. purified bovine IAP, CDP-star luminescence, 30 min. 190,000 tested, under 10 active. AID 1019. inhibition, % at 20 µM;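 active = over 50% inhibition of intestinal alkaline phosphatase at 20 µM in the single-dose screen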
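System: Purified bovine intestinal alkaline phosphatase (IAP) enzyme | Input: IAP diluted 1/65,000,000 in the well | Also added: CDP-star chemiluminescent phosphatase substrate, 30 µM final | Dosing: 20 µM single dose | Times: Enzyme reaction for 30 min at room temperature | Detection: Luminescence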
bIAP activator – increases bovine intestinal alkaline phosphatase activity. purified bovine IAP, CDP-star luminescence, 30 min; stronger effect = higher value; fold of DMSO-control signal, blank-subtracted. activation factor at 20 µM. actives 0.17% (n = 200,000);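 active = activation factor of 2 or more at 20 µM, a signal rise over negative controls twice the positive control's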
* marks the source's active call; other numbers are inactive results. Compounds were not picked by outcome. About 1.6% of those tested had a hit in this group.

nr | structure | PPARg SRC-2 ag | PPARg SRC-3 ag | PPARg SRC-1 ag | HMGR II inh | TR-FRET SRC-2 ct | TNAP inh hi DEA | TNAP inh noacc | TNAP act hiacc | bIAP inhibitor | bIAP activator
1 | O=C(NC1CCCCC1)c1cc(Cl)ccc1[N+](=O)[O-] | 6 | 4 | 2 | -1 | 1528 | -4 | -3 | 1 | -3 | 1
2 | CCOC(=O)c1c(-c2ccc(C)cc2)csc1NC(=O)C1CCCO1 (stereo not given) | -5 | 5 | 2 | -3 | 1651 | -3 | -14 | 1 | 15 | 0.9
3 | Nn1c(=S)[nH]nc(Cc2ccc(O)cc2)c1=O | -1 | 3 | 0 | 1 | 1636 | 2 | -1 | 1 | 9 | 0.9
4 | COc1cc(OC)cc(C(=O)Nc2nc(-c3ccccc3)c(-c3ccccc3)o2)c1 | 7 | 2 | 1 | -3 | 1525 | -2 | 2 | 1 | -10 | 1.1
5 | Cc1ccc(CSc2nc3ccncc3[nH]2)cc1 | -4 | -10 | 0 | -4 | 1520 | -3 | -18 | 1 | -31 | 1.3
6 | COc1ccc(S(N)(=O)=O)cc1C(=O)NCC1(N2CCCCC2)CCCCC1 | -1 | 1 | 0 | -3 | 1633 | -2 | 2 | 1 | 17 | 0.8
7 | COc1ccccc1N1CCN(C(c2ccc(C)cc2)c2nnnn2C(C)C)CC1 (stereo not given) | -2 | 7 | 3 | 0 | 1470 | -6 | 2 | 1.1 | 4 | 1
8 | COc1ccccc1OCC(=O)Nc1ccc2c(c1)n(C)c(=O)n2C | -8 | 7 | 6 | -4 | 1513 | -2 | -12 | 1 | 4 | 1
9 | CC(SC(=S)N1CCCC1)C(=O)O (stereo not given) | 4 | 6 | 6 | -6 | 1593 | -8 | -11 | 1.1 | 5 | 1
10 | O=C(CSCc1ccccc1)NC1CCSC1=O (stereo not given) | -2 | 5 | -3 | 3 | 1521 | 2 | 5 | 1 | 7 | 0.9
11 | O=C1c2ccccc2C(=O)N1Cc1nc2ccccc2o1 | -11 | -1 | -6 | -3 | 1520 | -5 | 4 | 1 | -5 | 1.1
12 | NC(=O)c1ccc(N2CCCCCC2)c([N+](=O)[O-])c1 | 3 | -1 | -4 | 0 | 1574 | 8 | 4 | 0.9 | 4 | 1
13 | Cc1nnc(N2CCOCC2)c2ccccc12 | -6 | 5 | -5 | -3 | 1438 | -11 | -15 | 1.1 | 11 | 0.9
14 | COCCn1nnnc1C(c1cc2ccc(C)cc2[nH]c1=O)N(Cc1ccco1)Cc1cccs1 (stereo not given) | 16 | 1 | 1 | -2 | 1640 | -7 | -12 | 1.1 | -4 | 1
15 | CCOc1ccc(Cn2nnc(C(=O)NCCc3ccccc3)c2N)cc1 | -2 | 0 | 8 | -4 | 1535 | -9 | -22 | 1.1 | 7 | 0.9
16 | O=C(CSc1nc2ccccc2n1CC(=O)N1CCCC1)NCc1ccc2c(c1)OCO2 | -2 | 6 | 11 | -4 | 1713 | -4 | -8 | 1 | -5 | 1
17 | CCCCNC(=O)/C(=C/c1ccccc1)NC(C)=O | 4 | 5 | 3 | 4 | 1586 | 2 | -6 | 1 | 1 | 1
18 | CCN(C(=O)CSc1nnc2ccccn12)c1c(N)n(Cc2ccccc2)c(=O)[nH]c1=O | 1 | -3 | 2 | 3 | 1612 | 0 | -15 | 1 | 9 | 0.9
19 | CCc1cccc(CC)c1NC(=O)Cn1c(-c2ccccc2Cl)nc2ccccc21 | 8 | 3 | 3 | -1 | 1438 | -5 | -146 | 1 | 9 | 0.9
20 | CCc1nccn1C(=O)c1cnn2c(C(F)F)cc(-c3ccccc3)nc12 | 9 | 4 | 2 | -8 | 1627 | -1 | 2 | 1 | 4 | 1
21 | COc1cc(OC)c(C(=O)OCC(=O)N(Cc2ccccc2)C(C)(C)C)cc1OC | -4 | 2 | 4 | -2 | 1395 | -1 | -6 | 1 | -5 | 1
22 | Cc1cc(N2CCCC2=O)c(N)cc1N | 2 | 5 | 0 | -1 | 1538 | -1 | 0 | 1 | 7 | 0.9
23 | COc1ccc(N2C(=O)CCC(C(=O)N(C)C3CCCCC3)C2c2ccc(OC)c(OC)c2)cc1 (stereo not given) | -3 | -2 | -4 | -1 | 1560 | 1 | -9 | 1 | -19 | 1.2
24 | CCCCC(=O)Nc1nc(C)c(-c2csc(Nc3ccccc3OC)n2)s1 | 7 | 17 | 10 | -2 | 1652 | -6 | -2 | 1.1 | 4 | 1
25 | CSCC[C@H](NC(=O)c1cccc([N+](=O)[O-])c1C)c1nc2ccccc2[nH]1 | 7 | 4 | 5 | 3 | 1777 | 2 | -24 | 1 | -2 | 1
26 | COc1cc(OC)c(C2N(C)c3ccccc3N2C)cc1OC | 4 | 5 | 5 | 4 | 1555 | -2 | -5 | 1 | 3 | 1
27 | CCc1n[nH]c(=S)n1N=C1CCC(C)CC1 (stereo not given) | -3 | 0 | -1 | -7 | 1478 | -4 | -4 | 1 | -7 | 1.1
28 | Cc1ccc(-n2c(C)cc(=O)cc2C)c(C)c1 | 6 | 5 | 4 | -4 | 1511 | 0 | -7 | 1 | 3 | 1
29 | COCCCNc1nc2nonc2nc1N1CCC(C(C)N2CCOCC2)CC1 (stereo not given) | -1 | -1 | 3 | 0 | 1677 | -6 | -6 | 1.1 | -11 | 1.1
30 | CCOC(=O)C1CCN(Cc2ccc(F)cc2F)CC1 | 4 | 16 | 6 | 0 | 1468 | -9 | -15 | 1.1 | 4 | 1
31 | COc1cc(NC(=O)c2cccs2)ccc1NC(=O)c1ccco1 | 6 | 0 | 7 | 0 | 1750 | -2 | -9 | 1 | 6 | 0.9
32 | c1ccc(Cn2ncc3ccccc32)cc1 | -5 | -4 | 2 | -5 | 1583 | -1 | 0 | 1 | 1 | 1
33 | Cc1ccc(N2CN=C3SCC(=O)N3C2)cc1C | 2 | 0 | 3 | 4 | 1609 | -7 | 3 | 1.1 | -2 | 1
34 | CC(C)CN1C(=S)SC(C)(C)C1n1oc(=O)n(-c2ccc(Cl)cc2)c1=O (stereo not given) | 9 | -1 | -4 | 2 | 1499 | -1 | -17 | 1 | 46 | 0.5
35 | CC(Cc1cccnc1)NC(=O)c1ccccc1OC1CCN(S(C)(=O)=O)CC1 (stereo not given) | 1 | -5 | -3 | -8 | 1642 | -5 | -4 | 1.1 | -9 | 1.1
36 | CC1(C)CC(=O)c2sc(NC(=O)CN3CCCCC3)nc2C1 | -4 | 2 | 0 | -10 | 1560 | -4 | -5 | 1 | -7 | 1.1
37 | Cc1cc(-c2nnc(CCC(=O)N(CC3CC3)CC3CCCO3)o2)no1 (stereo not given) | 5 | -1 | 8 | -5 | 1542 | -1 | -5 | 1 | 5 | 1
38 | COCCNC(=O)CN1CCCCCC1 | 2 | -1 | -1 | 3 | 1407 | -7 | -8 | 1.1 | -15 | 1.1
39 | CCc1ccc(/C(C)=N/NC(=O)c2ccccn2)cc1 | -7 | 0 | 0 | -1 | 1278 | -6 | 1 | 1.1 | -4 | 1
40 | Cc1ccc(C(C(=O)NC2CCCCC2)N(Cc2ccccc2)C(=O)Cc2c[nH]c3ccccc23)o1 (stereo not given) | 4 | 2 | 1 | 1 | 1531 | 0 | -27 | 1 | 32 | 0.7
41 | O=c1cc(NCCO)c2ccccc2o1 | 1 | 3 | 2 | -5 | 1732 | -4 | -10 | 1 | 11 | 0.9
42 | CC(C)c1ccc(NC(=O)COC(=O)/C=C/c2cccc([N+](=O)[O-])c2)cc1 | -6 | 2 | -4 | -1 | 1411 | 2 | -3 | 1 | 7 | 0.9
43 | C/C(=N\NC(=O)c1ccc(Cn2cc([N+](=O)[O-])cn2)o1)c1cccc(NC(=O)C(C)C)c1 | 0 | 2 | 6 | 1 | 1374 | -3 | -7 | 1 | -1 | 1
44 | Cc1ccc[n+](/C(C(=S)NCc2ccco2)=C(/[O-])c2ccccc2Cl)c1 | 13 | 7 | -2 | -4 | 1683 | 4 | -14 | 1 | 10 | 0.9

Single records, from the list above. Order of screens: PPARg SRC-2 ag | PPARg SRC-3 ag | PPARg SRC-1 ag | HMGR II inh | TR-FRET SRC-2 ct | TNAP inh hi DEA | TNAP inh noacc | TNAP act hiacc | bIAP inhibitor | bIAP activator
Entry for COc1cc(NC(=O)c2cccs2)ccc1NC(=O)c1ccco1 : 6 | 0 | 7 | 0 | 1750 | -2 | -9 | 1 | 6 | 0.9
Entry for O=c1cc(NCCO)c2ccccc2o1 : 1 | 3 | 2 | -5 | 1732 | -4 | -10 | 1 | 11 | 0.9
Entry for CC(C)CN1C(=S)SC(C)(C)C1n1oc(=O)n(-c2ccc(Cl)cc2)c1=O (stereo not given) : 9 | -1 | -4 | 2 | 1499 | -1 | -17 | 1 | 46 | 0.5
Entry for CC1(C)CC(=O)c2sc(NC(=O)CN3CCCCC3)nc2C1 : -4 | 2 | 0 | -10 | 1560 | -4 | -5 | 1 | -7 | 1.1
Entry for CC(C)c1ccc(NC(=O)COC(=O)/C=C/c2cccc([N+](=O)[O-])c2)cc1 : -6 | 2 | -4 | -1 | 1411 | 2 | -3 | 1 | 7 | 0.9

Part of the list above in order of heavy-atom count, ascending.
nr | structure | PPARg SRC-2 ag | PPARg SRC-3 ag | PPARg SRC-1 ag | HMGR II inh | TR-FRET SRC-2 ct | TNAP inh hi DEA | TNAP inh noacc | TNAP act hiacc | bIAP inhibitor | bIAP activator
41 | O=c1cc(NCCO)c2ccccc2o1 | 1 | 3 | 2 | -5 | 1732 | -4 | -10 | 1 | 11 | 0.9
33 | Cc1ccc(N2CN=C3SCC(=O)N3C2)cc1C | 2 | 0 | 3 | 4 | 1609 | -7 | 3 | 1.1 | -2 | 1
39 | CCc1ccc(/C(C)=N/NC(=O)c2ccccn2)cc1 | -7 | 0 | 0 | -1 | 1278 | -6 | 1 | 1.1 | -4 | 1
42 | CC(C)c1ccc(NC(=O)COC(=O)/C=C/c2cccc([N+](=O)[O-])c2)cc1 | -6 | 2 | -4 | -1 | 1411 | 2 | -3 | 1 | 7 | 0.9

Screening data from PubChem BioAssay.
